RmlC RmlD mix = inhibitors of RmlC and RmlD coupled enzymes. RmlC/RmlD coupled enzyme inhibition, 384-well mixture HTS. inhibition, % at 5.5 µM. hit rate 0.39% among 110,000; in the data active = inhibition above about 30%, passing the limit was not always enough; inconclusive = no clear call, values can overlap the other calls; note: strong numbers were not always called active
HIV RNase H inh = inhibitors of HIV-1 reverse transcriptase RNase H. inhibition, % at 10 µM. hit rate 1.9% among 65,000. P04585. RT-RNase H RNA/DNA duplex cleavage, fluorescence; in the data active = inhibition above about 50%
Numbers without * were called inactive; u = inconclusive; x = no result given. The list is partial (hit frequency here may not be typical).

canonical_smiles,RmlC RmlD mix,HIV RNase H inh
CCn1c(COc2ccc(C(C)C)cc2)nnc1SCC(=O)Nc1nccs1,2,x
COC(=O)c1cc(NC2c3ccccc3C(=O)N2c2cccnc2)cc(C(=O)OC)c1 (centres undefined),8,-7
Cc1cc(NC(=O)Cn2cnc3c(cnn3C(C)(C)C)c2=O)no1,-8,-4
C=CCn1c(SCC(=O)O)nnc1-c1cccc(Cl)c1,-9,1
Cc1nc2ccccc2c(=O)n1N,8,5
CCOC(=O)C1CCN(C(=O)c2cccnc2)CC1,-9,-20
CNCc1ccccc1Sc1ccc(OC)c(OC)c1,12,x
Cc1cc(=O)oc(C)c1C(=O)N[C@@H]1CCCCNC1=O,8,-4
COc1ccc(CN(C(=O)CSc2nnc(-c3ccccc3C)o2)c2ccc(F)cc2)cc1,-6,x
O=C(O)c1ccc2c3c(ncnc13)-c1ccccc1C2=O,x,38
O=c1oc2c(CN3CCOCC3)c(O)c(Cl)cc2c2c1CCC2,56*,0
C[C@@H]1CC=C[C@H]2[C@H]1C(=O)N(Cc1ccccc1)[C@H]2c1ccc(F)c(Br)c1,-12,x
CCn1c(CSc2nc3ccccc3s2)nnc1SCC(=O)OC(C)(C)C,-4,x
Cn1c(COc2ccccc2)nnc1SCC(=O)Nc1ccc2c(c1)OCO2,-1,-7
COc1cccc(NC(=O)C2CCN(S(C)(=O)=O)CC2)c1,-15,-3
CCCCN1C(=O)NC(=O)C2(Cc3ccccc3N3CCOCC32)C1=O (centres undefined),19,2
O=C(NCCC1=CCCCC1)NC1CCCCC1,17,-30
O=C(CCc1ccccc1)Nc1ccc(NC(=O)c2ccco2)nc1,6,-22
Cc1ccc(S(=O)(=O)NC(=O)c2cc(C)n(-c3cc(S(=O)(=O)N4CCOCC4)ccc3N3CCCC3)c2C)cc1,-11,x
CCCCCn1c(SCC(=O)OCC)nc2cc(C(=O)N3CCC(C(N)=O)CC3)ccc2c1=O,-7,x

Entries shown so far containing a COOH group (two):
canonical_smiles,RmlC RmlD mix,HIV RNase H inh
C=CCn1c(SCC(=O)O)nnc1-c1cccc(Cl)c1,-9,1
O=C(O)c1ccc2c3c(ncnc13)-c1ccccc1C2=O,x,38

(next part)
canonical_smiles,RmlC RmlD mix,HIV RNase H inh
CCN(CC)S(=O)(=O)c1ccc2c(c1)nc(SC(C)C(N)=O)n2-c1ccc(OC)cc1 (centres undefined),0,x
COc1ccc(CNCCNC(=O)c2nonc2N)cc1OC,-12,-10
Cc1ccc2nc3c(cc2c1)CN(Cc1ccco1)C(=NCC1CCCO1)S3 (centres undefined),7,2
O=C(Cc1ccccc1)NCCS(=O)c1ccc(Cl)cc1 (centres undefined),-10,x
Cc1nc(C(=O)NCc2ccccc2)sc1C1(C)CC(c2cccc([N+](=O)[O-])c2)=NO1 (centres undefined),10,x
COc1ccc(NC(=O)C2CCCN(S(=O)(=O)c3c(C)n[nH]c3C)C2)cc1 (centres undefined),-2,-13
O=S(=O)(Cc1ccccc1Cl)Nc1ccccn1,-2,0
OCCN(Cc1ccccc1)CC1CC2C=CC1C2 (centres undefined),2,4
Cc1ccc2c(C(=O)CN3CCOCC3)c(C)[nH]c2c1,-5,x
Cc1cccc(NC(=O)c2ccccc2Br)n1,7,63*
COc1cc2c(cc1OC)CN(CC(=O)Nc1ccc3c(c1)OCO3)CC2,10,x
Cc1cc(Br)ccc1NC(=O)CCN1C(=O)c2ccncc2C1=O,4,-4
C=C1N(c2ccc(Cl)cc2)C(=O)OC1(C)C,-8,x
CC(Sc1nc(N)cc(=O)[nH]1)C(=O)NC1CCCCC1 (centres undefined),-14,-5
COC(C[C@@H](O)C[C@@H](O)[C@@H](C)OCc1ccccc1)OC,4,x
Cc1nnc(SCC(=O)N2CCOCC2)n1C,7,-3
COc1ccc(Cc2nc(C(=O)Nc3ccc(OC)cc3)cs2)cc1,-9,x
CCOC(=O)c1ccc(Nc2cc(C)nc3nc(C)nn23)cc1,x,-2
CC(=O)Nc1ccc(S(=O)(=O)N2CCSC2c2ccccc2)cc1 (centres undefined),2,-19
COc1ccc(S(=O)(=O)NCCSC(C)(C)C)c(Cl)c1Cl,8,x
CC(C)C(=O)Nc1ccc(NC(=O)c2cc3ccccc3o2)cc1,-17,2
Cc1ccc(C(C)C)c(OCCNc2nc3c(c(=O)n(C)c(=O)n3C)n2C)c1,x,-6
O=C(CC1COc2ccccc2O1)NC1CCCCC1 (centres undefined),13,-13
CC(C)Cc1cc(C(=O)NCc2cccnc2)no1,12,x
CC1CCCCC1NC(=O)Cn1nnc(-c2ccc(Cl)cc2)n1 (centres undefined),-3,35
Cc1ccc(-c2nnc3ccc(SCC(=O)N4CCCCC4)nn23)cc1,x,22
O=C(COc1ccc(S(=O)(=O)N2CCOCC2)cc1)N1CCN(Cc2ccc3c(c2)OCO3)CC1,1,x
Cc1nn(-c2ccccc2)c2c1C(c1c(C)[nH]c(C#N)c1C)C(C#N)=C(N)O2 (centres undefined),1,-10
Cc1cc(-c2ccccc2C(=O)O)on1,-19,4
CCC1Oc2ccc(C)cc2N(Cc2cccc(C)c2)C1=O (centres undefined),7,0
COC(=O)c1ccc(CN2[C@H](C(=O)OC)C[C@@]3(O)[C@H](O)[C@H](O)[C@H](O)C[C@@H]23)cc1,-16,x
COCCN1Cc2cccc(C(=O)Nc3cccnc3)c2C1=O,x,-7
CCn1c(Cn2nnc(-c3ccccc3)n2)nnc1SCC(=O)N1CCOCC1,10,-11
CCOC(=O)c1c(NC(=O)CC)sc(C(=O)N2CCCCC2)c1C,22,x
COc1ccc(CCC(=O)Nc2ccc3c(c2)OCCO3)cc1,-11,2
Cc1nc(C(=O)O)sc1C1(C)CC(c2cccc([N+](=O)[O-])c2)=NO1 (centres undefined),-20,x
N#CCC(=O)N1CCCCCC1,x,-10
CCc1cc(-c2ccc3c(c2)COc2c4ccccc4nn2-3)on1,-208,x
CCOC(=O)C(=CNc1ccc(C)cc1C)C(=O)OCC,3,x
CN1CCN(C(=O)c2cc3ccccc3oc2=O)CC1,-11,x
Cc1ccc(NC(=O)Nc2ccc3c(c2)N(C)C(=O)CS3)nc1,-11,32
CC1(C)Cc2c(c(-c3ccccc3)nc(N3CCCC3)c2C(N)=O)CO1,10,-1
C=CCn1c(CSc2nc3ccccc3s2)nnc1SCC(=O)NCc1ccco1,-3,2
Cc1ccc(-n2ncc3c(=O)[nH]c(SCC(=O)N4CCN(c5ccccc5)CC4)nc32)cc1,7,-7
COc1cccc(C(CC(=O)Nc2cccc3ccccc23)NC(=O)c2ccccc2)c1 (centres undefined),-9,x
C=CCc1ccccc1OCC(O)CN(CC)CC (centres undefined),-6,x
COc1cc(OC)cc(C(=O)NCCNC(=O)c2ccccc2)c1,8,5
CC(C)(C)OC(=O)NCC12C=CC(O1)C1C(=O)N(Cc3ccccc3)C(=O)C12 (centres undefined),-16,x
Cc1ccc(NC(=O)c2ccc(-c3nn(C)c(=O)c4ccccc34)cc2)c(C)c1,7,x
CC(=O)Cc1nsc(NC(=O)c2cc(-c3cccc(C(F)(F)F)c3)oc2C)n1,10,12
CCOC(=O)C1CCN(c2nnc(N3CCCC3=O)s2)CC1,5,-16
COCCNS(=O)(=O)c1cc(-c2nn(C)c(=O)c3ccccc23)ccc1C,13,-21
O=C(NCc1ccc(Cl)cc1)C1CCC(CNc2c(N3CCCCC3)c(=O)c2=O)CC1 (centres undefined),-7,x
c1ccc(-c2ccc3c(c2)c2c4n3CCN=C4CCC2)cc1,38,x
Cc1ccc(-c2nc3ccccc3c(=O)n2-c2ncccc2C)cc1,-4,x
CCNC(=O)C1CCCN1S(=O)(=O)c1ccc(OC)cc1 (centres undefined),-9,-4
O=c1[nH]c(CN2CCN(CCO)CC2)nc2ccccc12,16,-9
CC1CCCN(c2ccc(C(=O)NCC3CCCO3)cn2)C1 (centres undefined),8,1
O=C(Cn1ccc2ccccc2c1=O)NCCC(=O)Nc1cccnc1,-12,-3
O=C(CSc1ccc2nnc(-c3ccc(F)cc3)n2n1)NCc1ccco1,6,24

By substructure: those above with a tert-butyl group
canonical_smiles,RmlC RmlD mix,HIV RNase H inh
Cc1cc(NC(=O)Cn2cnc3c(cnn3C(C)(C)C)c2=O)no1,-8,-4
CCn1c(CSc2nc3ccccc3s2)nnc1SCC(=O)OC(C)(C)C,-4,x
COc1ccc(S(=O)(=O)NCCSC(C)(C)C)c(Cl)c1Cl,8,x
CC(C)(C)OC(=O)NCC12C=CC(O1)C1C(=O)N(Cc3ccccc3)C(=O)C12 (centres undefined),-16,x

More structures:
canonical_smiles,RmlC RmlD mix,HIV RNase H inh
CCN1C(=Nc2ccc(Cl)cc2)SC/C1=C\C(=O)OC,6,19
Cc1cccc(C(=O)N2CCN(c3ccccn3)CC2)c1,-5,x
COc1ccccc1Cn1c(=S)[nH]c2cc(C(=O)NCCN3CCOCC3)ccc2c1=O,2,-15
CC(NS(=O)(=O)c1ccc(F)cc1)C(c1cccs1)N1CCN(C)CC1 (centres undefined),6,-1
Cc1ccc2cc3c(NC(=O)C(C)C)nn(C)c3nc2c1,14,-4
COc1ccc(C2OC(=O)CC2C(=O)N2CCN(c3cc(Cl)ccc3C)CC2)cc1OC (centres undefined),-9,1
O=S1(=O)NC2CCCCCN2c2ccc(F)cc21 (centres undefined),-13,-2
CC(C)(C)CC(=O)N1CCC(c2nc3c(nnn3Cc3c(F)cccc3Cl)c(=O)[nH]2)CC1,-9,-11
Cn1c(=O)c2c(nc(OC/C=C/c3ccccc3)n2C)n(C)c1=O,8,-6
CCCc1nnc(NC(=O)c2ccncc2)s1,-6,4
C[N+](C)(C)C/C=C1/COCO1,5,-13
c1ccc(C2NCCn3cccc32)cc1 (centres undefined),8,0
CC(C)(C)NS(=O)(=O)c1ccc(NC(=O)C(Sc2ccccc2)c2ccccc2)cc1 (centres undefined),-11,x
COc1ccc(CCNS(=O)(=O)c2ccc3c(c2)n(C)c(=O)c(=O)n3C)cc1OC,u,x
O=C(Nc1ccc2c(c1)OCO2)C1(S(=O)(=O)c2ccc(Cl)cc2)CC1,-8,-1
O=C(c1ccc(Cn2c(=O)[nH]c3ccccc3c2=O)cc1)N1CCN(c2ccccc2)CC1,x,-22
O=C(COC(=O)c1ccc(NS(=O)(=O)c2ccc3c(c2)OCCO3)cc1)NC1CC1,2,x
COc1ccc(Cc2ccc(OC)c(N)c2)cc1N,5,x
CCc1c(C)sc(NC(=O)c2cc(C)no2)c1C#N,-6,60*
CN(C1CCCCC1)S(=O)(=O)c1ccc2c(c1)c(=O)c(C(=O)N1CCc3ccccc3C1)cn2C,2,x
COc1ccccc1NC(=O)NC(N)=O,10,-4
CCOC(=O)c1oc2nc(C(C)C)c3c(c2c1N)CC(C)(C)OC3,31,0
CSc1nc2cc(F)c(F)cc2n1C,-3,-17
CC(C)(C)NC(=O)Cn1c(SCC(=O)Nc2nccs2)nc2ccccc21,-8,x
N#Cc1c(N)oc(-c2ccc3c(c2)OCO3)c1-c1ccc2c(c1)OCO2,7,-39
Cn1c(SCc2ccccc2)nnc1-c1cnccn1,-8,x
CCc1ccc(OCC(=O)NCc2ccco2)c(Br)c1,-4,-33
CCCCNC(=O)c1onc(CSc2ccccc2C)c1C(=O)O,10,x
CCOC(=O)CSc1nnc(C)c(C)n1,6,x
COCCNC(=O)CN1CCN(Cc2cccc(Cl)c2)C1=O,-10,-10
COC(=O)Cc1cc(=O)[nH]c(Nc2nc3ccccc3o2)n1,12,1
COc1ccccc1NC(=O)c1c(C)oc2c1CCCC2,-12,x
COc1ccc(NC(=O)c2ccc(Cl)c(S(=O)(=O)N3CCc4ccccc4C3)c2)cn1,6,-11
COc1ccc2nc(C)cc(SCC(=O)N/N=C/c3cccc4ccccc34)c2c1,5,x
Cc1cc(NC(=O)CSc2nnc3c(C)cc4c(C)ccc(C)c4n23)no1,-7,-21
Cc1ccc(S(=O)(=O)NC(=O)c2ccc(Br)o2)cc1,8,x
COc1ccc(C(=O)Nc2ccccc2C(=O)NCCCn2ccnc2)cc1,10,0
CC1=C(C(=O)OCC2CCCO2)C(c2cccc(C(F)(F)F)c2)C2=C(CC(c3ccco3)CC2=O)N1 (centres undefined),-77,x
COC(=O)CCC(=O)NNC(=O)CCCOc1ccc(Cl)cc1Cl,-4,x
Oc1ccc(Cl)cc1CNc1ccc(Br)cn1,27,-78
CCCCn1c(=O)[nH]c(=O)c2c1ncn2Cc1ccco1,7,x
O=C(Nc1nc(=S)ss1)c1c(F)cccc1F,8,x
COc1ccc2c(=O)c3c(=O)n(Cc4ccco4)c(-c4cc(OC)c(OC)c(OC)c4)nc3oc2c1,8,2
O=C(O)c1cccc(S(=O)(=O)Nc2ccc3oc(=O)sc3c2)c1,-11,1
Cc1cccc(NC(=O)c2sc3nc4c(c(-c5cccs5)c3c2N)CN(C)CC4)c1,-30,x
CCOc1ccc(NCc2nnc(SCc3ccccc3Cl)n2-c2ccccc2)cc1,14,x
Cc1ccc(C(=O)/C=C/c2ccc(-c3ccccc3[N+](=O)[O-])o2)cc1,6,x
COCCNC(=O)c1ccc2c(=O)n(Cc3ccco3)c(SCC(=O)NC3CCCCC3)nc2c1,-3,x
C=CCn1c(SC(C)C(=O)NC2(C#N)CCCCC2)nnc1-c1ccc(OC)cc1 (centres undefined),2,2
Cc1nc2c(c(=O)n1CCC1=CCCCC1)c1nc3ccccc3nc1n2/N=C/c1ccco1,x,-4
